# mIDH1 inhibitor – qHTS for Inhibitors of mutant isocitrate dehydrogenase 1 (IDH1): qHTS. Isocitrate dehydrogenase [NADP] cytoplasmic (Homo sapiens), O75874. IDH1-R132H enzyme, NADPH consumption, diaphorase/resazurin fluorescence. Potency, µM (doses to about 76.6 µM), inactives show top-dose activity change, negative = inhibition, actives largely listed as inhibitors. hit rate 0.093% among 390,000; further: potency means the concentration at half of the fitted maximal effect; on the % scale 0 is the no-effect control and ±100 the full control effect; nearly all actives have a fitted effect of over 65% in size
# Target sequence (O75874 whole entry R132H, stated change not applied): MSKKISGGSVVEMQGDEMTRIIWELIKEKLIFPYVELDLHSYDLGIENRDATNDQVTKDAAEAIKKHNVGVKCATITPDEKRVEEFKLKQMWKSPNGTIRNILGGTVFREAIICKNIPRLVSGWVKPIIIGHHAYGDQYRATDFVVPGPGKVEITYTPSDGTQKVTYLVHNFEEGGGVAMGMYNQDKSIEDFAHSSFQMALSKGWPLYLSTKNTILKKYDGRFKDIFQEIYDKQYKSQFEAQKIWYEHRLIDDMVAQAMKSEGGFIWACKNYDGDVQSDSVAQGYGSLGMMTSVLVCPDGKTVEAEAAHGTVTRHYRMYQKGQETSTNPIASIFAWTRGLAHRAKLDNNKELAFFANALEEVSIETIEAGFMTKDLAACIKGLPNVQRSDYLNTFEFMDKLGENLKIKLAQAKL
#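 IDH1-R132H (0.5 ug/mL dispensed) in pH 7.5 Tris buffer was preincubated 30 min with compound, then given a substrate mix of 0.016 mM NADPH and 2 mM alpha-KG for 80 min at room temperature; remaining NADPH was read by diaphorase/resazurin fluorescence.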
# TrxR1 substrate – qHTS Assay for Substrates of Mammalian Selenoprotein Thioredoxin Reductase 1 (TrxR1): qHTS | Thioredoxin reductase 1, cytoplasmic (Rattus norvegicus), O89049 | purified TrxR1 substrate turnover, NADPH consumption readout | Potency, µM (highest dose often 114 µM), for inactives: at the highest dose activity change, negative = substrate turnover | hit rate 0.01% among 390,000; further: potency means the concentration at half of the fitted maximal effect; on the % scale 0 is the no-effect control and ±100 the full control effect; nearly all actives have a fitted effect of over 50% in size
#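 Rat TrxR1, dispensed at 90 nM, was prereduced with 400 uM NADPH (final) for 5 min at ~22 deg C, then incubated with compound 15 min before 400 uM selenite. A first-read NADPH fluorescence drop versus no-compound background flagged substrates.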
# PI4K2A block – qHTS for small molecular inhibitors of PI4K2A; Phosphatidylinositol 4-kinase type 2-alpha (Homo sapiens), Q9BTU6; purified PI4K2A, ADP-Glo luminescence, 1 h; stronger effect = lower value; activity change, negative = inhibition, % at 76.9 µM; hit rate 0.13% among 420,000; in the data active means activity change below about -50%; inconclusive means mostly about -30% to -49%;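 further: -100% = wells without enzyme as full effect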
# Target sequence (Q9BTU6 whole entry, looked up): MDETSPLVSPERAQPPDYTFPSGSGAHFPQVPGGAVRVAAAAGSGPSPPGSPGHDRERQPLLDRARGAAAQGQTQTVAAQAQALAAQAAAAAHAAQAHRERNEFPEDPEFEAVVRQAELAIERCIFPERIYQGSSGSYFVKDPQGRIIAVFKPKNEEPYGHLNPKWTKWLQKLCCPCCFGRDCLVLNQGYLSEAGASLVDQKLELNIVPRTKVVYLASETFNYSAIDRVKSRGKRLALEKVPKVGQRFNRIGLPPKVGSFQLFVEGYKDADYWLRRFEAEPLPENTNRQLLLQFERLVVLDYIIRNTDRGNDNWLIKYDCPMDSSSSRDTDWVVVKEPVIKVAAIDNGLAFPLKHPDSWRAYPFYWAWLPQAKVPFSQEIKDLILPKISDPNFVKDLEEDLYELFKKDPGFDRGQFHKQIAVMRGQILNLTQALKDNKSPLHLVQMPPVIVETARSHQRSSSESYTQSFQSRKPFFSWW
#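 PI4K2A activity was measured by ADP-Glo luminescence: enzyme (4 ug/mL stock) and phosphatidylinositol (1.2 mM stock) in Tris pH 7.5/MgCl2/EGTA/Triton X-100 buffer were reacted with ATP (300 microM stock) for one hour at ambient temperature.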
# USP1-UAF1 inh – Inhibitors of USP1/UAF1: Primary Screen | AID 743255, 2014 | hit rate 0.23% among 390,000 | Potency, µM (highest dose often 57.1 µM), inactives show at the top dose activity change, negative = inhibition, usual class: inhibitors | recombinant USP1/UAF1, Ub-Rhodamine cleavage fluorescence | Ubiquitin carboxyl-terminal hydrolase 1 (Homo sapiens), O94782; further: potency means the concentration at half of the fitted maximal effect; on the % scale 0 is the no-effect control and ±100 the full control effect; nearly all actives have a fitted effect of over 60% in size; inactives centre near -12
#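 High-throughput fluorogenic screen: 1nM USP1/UAF1 complex, Ub-Rho substrate 150nM final, 50mM HEPES pH 7.8 with 0.5mM EDTA, 0.1 mg/ml BSA, 1mM TCEP and 0.01% Tween-20.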
# Vif-APOBEC3G blk – qHTS for Inhibitors of Vif-A3G Interactions: qHTS; AID 602310, 2012; HeLa A3G-eYFP + Vif (tagged APOBEC3G with the HIV-1 protein that degrades it), YFP fluorescence, overnight; DNA dC->dU-editing enzyme APOBEC-3G (Homo sapiens), Q9HC16; hit rate 0.076% among 410,000; Potency, µM (titrated, usually from 46.1 µM), for the others: at the highest dose activity, negative = active, actives largely listed as inhibitors;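 further: potency means the concentration at half of the fitted maximal effect; on the % scale 0 is the no-effect control and ±100 the full control effect; nearly all actives have a fitted effect of over 60% in size; hits raise eYFP signal because A3G escapes Vif-driven loss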
#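 HeLa cells stably expressing Vif and C-terminally eYFP-tagged A3G, seeded overnight at 37 deg C, then exposed to compound by pintool overnight at 37 deg C. Rise in yellow fluorescence (Ex 488/Em 500-530, Acumen) marks blocked Vif-driven A3G degradation.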
# GRP78 ERSR act – qHTS for Inducers of the Endoplasmic Reticulum Stress Response (ERSR) in Human Glioma: qHTS; U87-MG GRP78 promoter luciferase reporter, 16 h; Potency, µM, without a hit: at the top dose activation, actives largely listed as activators; hit rate 0.02% among 420,000; further: potency means the concentration at half of the fitted maximal effect; series mostly up to about 76 µM; % of control where 0% means no effect; nearly all actives have a fitted effect of over 35% in size
#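 ERSR induction read as luciferase luminescence (Bright-Glo, 10 min at room temperature) in stably transfected human U87-MG glioma cells exposed to compounds for 16 h, using GRP78 as sensor.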
# LDHA inh – qHTS assay for inhibitors of human lactate dehydrogenase; L-lactate dehydrogenase A chain (Homo sapiens), P00338; purified LDHA, NADH/diaphorase-resazurin fluorescence; stronger effect = lower value; activity change, % (values are at about 110 or 230 µM); hit rate 0.15% among 480,000; AID 1347041, 2019; in the data active means activity change below about -30%; inconclusive means mostly about -25% to -30%;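 further: plate controls were DMSO wells for no effect and wells without enzyme for full effect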
#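 Human LDH5 (2 nM) was incubated with 0.06 mM NADH and 0.2 mM pyruvate for 5 min at room temperature in Tris pH 7.4. Remaining NADH was coupled through diaphorase/resazurin, and resorufin fluorescence was read at 0 and 20 min.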
# Vif-APOBEC3F blk – qHTS for Inhibitors of Vif-A3F Interactions: qHTS. Potency, µM (series often up to 46.1 µM), inactives show at the top dose activity, negative = active. HeLa A3F-eYFP + Vif (tagged APOBEC3F with the HIV-1 protein that degrades it), YFP fluorescence increase. hit rate 0.2% among 390,000; further: potency means the concentration at half of the fitted maximal effect; % of control where 0% means no effect; nearly all actives have a fitted effect of over 65% in size
#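 Fluorescence increase (Ex 488/Em 500-530) after overnight compound treatment at 37 deg C flags inhibition of Vif-driven A3F-eYFP loss in stable HeLa A3F-eYFP/Vif cells seeded overnight beforehand.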
# RXFP1 ag – qHTS Assay for Agonists of the Relaxin Receptor RXFP1. Relaxin receptor 1 (Homo sapiens), Q9HBX9. HEK293T-RXFP1 cAMP TR-FRET, 30 min; response scale: percent of porcine relaxin response, buffer zero. Potency, µM (titrated, usually from 57.5 µM), without a hit: at the top dose activation, usual class: activators. hit rate 0.3% among 370,000. AID 2676, 2010; further: potency means the concentration at half of the fitted maximal effect; on the % scale 0 is the no-effect control and ±100 the full control effect; nearly all actives have a fitted effect of over 60% in size; many of its hits are not listed in these tables
#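 HEK293T cells stably expressing RXFP1 were pretreated with the PDE4 inhibitor Ro 20174, exposed to compounds for 30 min at 37C, lysed, and cAMP was read by TR-FRET. Data normalized to buffer (basal) and 29 nM porcine relaxin (100%).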
# * hit, by the source's call; ? = inconclusive; · = not tested or not shown; & = joins results of further samples; [ ] = dose if it differs, or a comment. Unless noted, the call rests on the fitted dose curve; in most records, active means well fitted curve in the direction sought with a large enough effect; inconclusive means small, poorly fitted or top-dose-only effect, or another doubt; inactive means no such curve, though single readings can be large; an effect the other way counts as inactive or inconclusive. Not all compounds are listed; rates above refer to the full screens.
SMILES	PI4K2A block	LDHA inh	TrxR1 substrate	Vif-APOBEC3F blk	RXFP1 ag	GRP78 ERSR act	USP1-UAF1 inh	mIDH1 inhibitor	Vif-APOBEC3G blk
CO[C@@H]1[C@@H](OC(N)=O)[C@@H](O)C(Oc2ccc3c(O)c(NC(=O)c4ccc(O)c(CC=C(C)C)c4)c(=O)oc3c2C)OC1(C)C (stereo partly drawn)	-2.3	-1.8	6.9%	-8.7%	0.0%	-4.7%	-24.7%	-1.4%	-5.0%
CC1CCCN(Cc2nc(Cc3ccccc3Cl)no2)C1 (stereo not drawn)	8.2	2.9	-1.5%	9.3%	0.5%	-1.9%	-1.9%	-5.2%	1.7%
COc1ccc(C(NC(=O)C2CCN(CCOc3ccc(Cl)cc3Cl)CC2)c2cccs2)cc1 (stereo not drawn)	-4.8	-2.5	·	·	·	-10.8%	·	·	-22.4%
COc1ccc(-c2cc(C(=O)NNC(=S)NC(=O)c3c(-c4ccccc4)noc3C)[nH]n2)cc1	0.2	-12.0	-10.4%	-4.6%	0.5%	3.5%	-25.0%	1.2%	1.0%
Cc1ccc(S(=O)(=O)N2CCC(C(=O)N3CCCC(C(F)(F)F)C3)CC2)cc1C (stereo not drawn)	2.2	-6.5	-2.3%	6.3%	-0.3%	-4.6%	-6.2%	-4.2%	0.6%
O=C(NCc1ccc2c(c1)CCN2C(=O)c1ccc(F)cc1)c1ccc(Br)o1	-1.8	-3.4	-2.7%[57.1 µM]	?	-0.2%	-2.2%	?	-15.8%	?
CN1CCN(Cc2c(O)ccc3cc(-c4ccccn4)c(=O)oc23)CC1	0.8	-9.1	898.3%[activator][57.1 µM]	-7.0%	23.3%	5.0%	-22.8%	8.8%	-3.3%
O=C(CCCN1C(=O)/C(=C/c2cccc(Br)c2)SC1=S)Nc1ccccn1	6.3	-10.7	-15.2%	-5.3%	-0.1%	-5.9%	-10.5%	-4.4%	1.8%
CCCCN1CC(c2nc3ccccc3n2CCCCOc2ccc(C)cc2C)CC1=O (stereo not drawn)	0.4	0.3	-7.5%	-8.2%	-4.3%	-9.8%	?	-5.2%	-2.4%
CCCCNC(=O)c1ccc2c(c1)C(=O)N(Cc1ccncc1)C2=O	2.7	-6.6	-4.7%	1.4%	3.2%	-2.9%	-5.9%	3.8%	0.8%
O=C(Nc1ccccc1)Nn1cnnc1	-9.5	-0.5	5.9%	-15.2%	0.0%	-6.2%	-26.6%	-3.2%	0.1%
O=C(Nc1nc2ccccc2[nH]1)C1CCN(C(=O)c2ccc(F)cc2)CC1	2.5	5.4	2.2%[57.1 µM]	1.2%	-1.0%	0.9%	-8.6%	-16.0%	0.4%
O=S(=O)(c1ccc(SCCOc2ccccc2)nc1)N1CCCC1	-3.9	-0.7	0.1%	2.6%	0.0%	-4.0%	-10.6%	-0.6%	1.8%
CC(=O)Nc1ccc2c(c1)Cc1c-2cc(Cl)c(NC(C)=O)c1Cl	-0.6	-12.5	9.8%	-1.7%	·	-3.3%	-18.4%	-2.6%	0.8%
Cc1ccc(-c2nc(CS(=O)(=O)CC(=O)NC3CCCCCC3)c(C)o2)cc1	2.6	-7.7	7.3%	-0.4%	2.4%	-1.6%	-9.4%	-0.6%	3.3%
CCN(CC)CCCN(Cc1cc2cc3c(cc2[nH]c1=O)OCO3)C(=S)NCCCN(C)C	-1.6	-1.3	68.0%[activator]	2.5%	2.9%	-2.7%	-22.6%	0.2%	1.6%
CCOc1ccc2[nH]c(=O)c(CN(Cc3nnnn3Cc3ccco3)C3CCCCC3)cc2c1	-9.4	1.9	4.0%	3.1%	5.6%	-4.0%	-3.1%	0.8%	-9.0%
CC1CCCCN1CCNc1nc(=S)[nH]c2ccccc12 (stereo not drawn)	8.4	-6.4	4.6%[57.1 µM]	-10.2%	2.7%	-1.0%	-17.9%	1.4%	-0.9%
O=C(O)C1CCCN1S(=O)(=O)c1ccc(Cl)cc1 (stereo not drawn)	1.4	-7.9	-3.9%	-0.5%	0.6%	-2.3%	-19.5%	16.1%	4.0%
Cc1ccc(SCCN2CCN(C)CC2)cc1	-0.9	-0.9	0.9%	6.3%	1.6%	-1.1%	2.3%	-9.6%	2.7%
CCC(=O)N1CCc2cc(S(=O)(=O)NCCC(=O)Nc3ccc(N(CC)CC)cc3C)ccc21	0.9	2.4	0.1%	-4.5%	-2.9%	-2.8%	-9.7%	5.2%	0.5%
O=C(Nc1ncccc1O)C1CCN(S(=O)(=O)c2ccc3ccccc3c2)CC1	-7.3	6.2	-9.6%	5.2%	0.2%	-1.1%	-4.4%	0.0%	0.4%
O=C(NCc1ccco1)C1CCN(S(=O)(=O)N2CCC3(CC2)OCCO3)CC1	-1.9	-2.1	3.5%	1.5%	0.4%	-3.2%	5.2%	-0.8%	2.5%
CCOC(=O)N1CCN(CC(c2ccccc2)c2ccccc2)CC1	2.1	-7.8	-4.5%	0.8%	-0.3%	-2.6%	-20.7%	5.7%	-5.7%
COc1ccccc1CNS(=O)(=O)c1cc(C(=O)NCc2ccccn2)c(Cl)cc1Cl	1.3	-5.1	-0.3%[57.1 µM]	?	0.0%	-2.4%	-7.4%	2.7%	2.6%
O=C(CSc1nnc(-c2ccc(O)cc2)n1Cc1ccco1)N1CCc2ccccc2C1	5.6	-2.2	-3.5%	3.5%	0.3%	-2.3%	-17.9%	10.2%	-0.2%
O=C(CCc1nnc(CCCCc2ccccc2)o1)N1CCCCC1CCO (stereo not drawn)	-2.6	-5.8	-3.3%	0.4%	1.3%	-0.8%	-8.8%	-2.9%	4.4%
O=C(Nc1ccc(S(=O)(=O)Nc2ncccn2)cc1)C(F)(F)F	-13.3	0.2	12.0%	-26.2%	-2.6%	-0.9%	-20.6%	-5.7%	-10.0%
O=C(Nc1ccc2c(c1)OCO2)c1ccc2sc([C@@H]3O[C@H](CO)[C@H](O)[C@H](O)[C@H]3O)nc2c1	-1.6	5.6	·	·	·	-3.2%	·	·	-2.2%
O=[N+]([O-])c1ccc(CN2CC(N3CC=CC3)CS2(=O)=O)cc1 (stereo not drawn)	-1.7	-3.3	·	·	·	-1.1%	·	·	1.4%
COc1ccccc1NC(=O)CSc1nnc2c3ccccc3n(C(C)C)c2n1	-1.7	-2.1	1.0%	-1.5%	4.7%	-1.9%	4.8%	-1.8%	?
Cc1ccc(NC(=O)CN(C)S(=O)(=O)c2ccc3c(c2)n(C)c(=O)c(=O)n3C)c(C)c1	2.0&-0.4	-3.4&-3.0	-1.1%&5.0%	-0.1%&-0.9%	15.6%&16.6%	5.6%&-2.6%	-19.6%&-10.0%	2.1%&5.3%	2.7%&3.2%
C#CCOCCOCCOCCNc1nc(N2CCN(C(=O)[C@H](C(C)C)n3cc(CCO)nn3)CC2)nc(N2CCN(C(=O)[C@H](CCCCN)n3cc(CCCC)nn3)CC2)n1	-9.1	6.4	7.0%[57.1 µM]	-6.7%	-0.1%	-2.5%	-31.1%	0.3%	-5.8%
CCc1ccc(NCc2cc3cc4c(cc3n(CC(=O)Nc3ccc(F)cc3)c2=O)OCCO4)cc1	-11.7	11.3	4.4%	-2.5%	6.7%	0.9%	?	-5.4%	-11.4%
COCC(=O)Nc1ccc(N2CCCC2)c(S(=O)(=O)Nc2ccccc2OC)c1	3.1	4.5	2.1%	0.0%	1.2%	-2.8%	-24.2%	0.6%	4.0%
CC(C)NC(=O)N(C)C[C@H]1Oc2c(NS(=O)(=O)c3cn(C)cn3)cccc2C(=O)N([C@H](C)CO)C[C@@H]1C	0.6	-3.0	8.3%[57.1 µM]	-5.6%	·	-4.5%	?	-3.8%	1.1%
CCN(CC)S(=O)(=O)c1ccc2c(c1)c(=O)c(C(=O)N(C)Cc1ccccc1)cn2C	0.9	-6.0	-10.5%	6.4%	24.4%	-1.8%	?	27.3%	3.2%
CCCOc1cccc(C2C(C(=O)c3ccco3)=C(O)C(=O)N2CCN(CC)CC)c1 (stereo not drawn)	4.8	2.0	-1.2%	2.2%	1.8%	-3.6%	-14.8%	16.8%	-0.1%
CC1CCN(CCCNC(=O)c2cc3c(=O)n(C)c4ccccc4c3n2C)CC1	15.0	2.2	8.7%	-1.2%	2.0%	-0.5%	-22.6%	-2.7%	5.7%
CC1Cc2ccccc2N1C(=O)CO/N=C/c1ccccc1OC(F)F (stereo not drawn)	2.0	-1.6	9.8%[57.1 µM]	13.6%	-0.7%	0.5%	-18.3%	1.4%	0.2%
